# High-throughput results from PubChem BioAssay.
# HTR5A ag ctr = HTR5A agonists in luminescence cell assay, primary screen, counter-screen for OPRM1-OPRD1 heterodimer agonist project, full-deck HTS. activation, % at 9.3 µM. 5-hydroxytryptamine receptor 5A (Homo sapiens), P47898. cell-based. AID 504692, 2011. hit rate 0.61% among 340,000; in the data active means activation mostly above about 9.5%, no sharp cut-off; inactive means mostly below about 7.6%;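 further: 0% = cells with vehicle only and 100% = reference agonist; strong numbers were not always called active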
# Target sequence (P47898 whole entry, looked up): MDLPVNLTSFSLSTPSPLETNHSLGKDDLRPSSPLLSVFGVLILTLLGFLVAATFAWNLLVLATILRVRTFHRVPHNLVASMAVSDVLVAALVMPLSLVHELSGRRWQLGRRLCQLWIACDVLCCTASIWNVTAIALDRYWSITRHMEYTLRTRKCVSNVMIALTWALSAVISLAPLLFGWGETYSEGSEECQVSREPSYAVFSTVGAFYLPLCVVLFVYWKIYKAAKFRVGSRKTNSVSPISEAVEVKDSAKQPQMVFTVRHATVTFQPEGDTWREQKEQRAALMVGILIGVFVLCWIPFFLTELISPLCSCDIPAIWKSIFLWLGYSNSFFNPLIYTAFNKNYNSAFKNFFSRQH
# CDK5 p35 inh = inhibitors of human CDK5/p35 kinase, primary screen, biochemical, single concentration; hit rate 0.01% among 330,000; Recombinant CDK5/p35, ADP-Glo luminescence, 60 min; inhibition, % at 10 µM; Cyclin-dependent kinase 5 (Homo sapiens) + Cyclin-dependent kinase 5 activator 1 (Homo …;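 active means highest replicate inhibition of at least 50% and at least 75% of replicates reaching 50%; inconclusive means only one of the two criteria met; inactive means both criteria failed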;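 further: plate controls were DMSO neutral control for no effect and GW8510 at 10 µM for full effect; many of its hits are not listed in these tables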
# Rtt109 HAT inh = inhibitors of C. albicans Rtt109/Vps75 HAT, primary screen, biochemical, ThioGlo CoA-SH fluorescence, plate reader | AID 540336, 2011 | purified Rtt109/Vps75, 4 h | inhibition, % at 34.9 µM | hit rate 0.16% among 330,000;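 active means inhibition of at least 50% in every replicate; inconclusive means best replicate reaches 50% inhibition but some replicates fall short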
# Target sequence (Q5AAJ8 whole entry, looked up): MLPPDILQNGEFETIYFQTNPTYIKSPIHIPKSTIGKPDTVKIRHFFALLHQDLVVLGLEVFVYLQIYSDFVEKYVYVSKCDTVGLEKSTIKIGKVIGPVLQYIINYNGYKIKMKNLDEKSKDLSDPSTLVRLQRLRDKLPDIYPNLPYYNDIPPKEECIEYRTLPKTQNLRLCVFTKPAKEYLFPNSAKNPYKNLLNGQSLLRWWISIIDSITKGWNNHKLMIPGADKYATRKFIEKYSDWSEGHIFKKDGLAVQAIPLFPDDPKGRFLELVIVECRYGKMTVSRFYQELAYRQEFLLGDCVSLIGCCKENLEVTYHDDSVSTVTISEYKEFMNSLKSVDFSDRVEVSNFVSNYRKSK
# RTF Ca sens act = cardiac RTF calcium sensitivity activators, primary screen, biochemical, IANBD-TnC fluorescence, EC20 calcium | Troponin I, cardiac muscle (Homo sapiens) + Troponin T, cardiac muscle (Homo sapiens) + … | IANBD-labeled TnC RTF fluorescence at EC20 calcium; 0% EC20 calcium, 100% full calcium | activation, % at 7.2 µM | hit rate 0.24% among 340,000;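 active means activation above the mean over all tested compounds plus 3 SD, cut at about 30% in these data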;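 further: rise in fluorescence read as greater calcium sensitivity of cardiac thin filaments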
# SR-BI DiI-HDL act = activators of SR-BI mediated DiI-HDL uptake, primary screen, ldlA[mSR-BI] CHO cells, DiI fluorescence; activation, % at 12.5 µM; AID 504775, 2011; hit rate 0.096% among 320,000; 3 h; 100 = double the neutral-control signal;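 active means mean replicate activation of at least 60% and every replicate at or above 60%; inconclusive means mean or all-replicate condition met, but not both; inactive means mean below 60% and not all replicates reaching 60%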;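 further: 0% = median plate neutral-control signal and 100% = twice that signal; values of inactives mirror those of a sister screen read the other way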
#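 Assay system: LDL receptor-deficient CHO ldlA cells overexpressing murine SR-BI / Medium: BSA-supplemented, HEPES-buffered Ham's F12, pH 7.4 / Probe or stimulus: DiI-labelled HDL at 10 µg/mL final / Timing: compound with DiI-HDL co-incubation, 3 h at 37 °C / Technique: bottom-read cell fluorescence after medium removal, ex 550/em 595 nm / Measure: HDL uptake via cellular fluorescence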
# PvdQ acylase = P. aeruginosa PvdQ acylase inhibitors, primary screen, biochemical, fluorescence, plate reader and imaging, single point; inhibition, % at 10 µM; PvdQ acylase [Pseudomonas aeruginosa LESB58]; hit rate 0.063% among 340,000; purified PvdQ acylase; in the data active means inhibition above about 30%, passing the limit was not always enough; inconclusive means no clear call, values can overlap the other calls;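 further: 0% = vehicle neutral wells and 100% = reference inhibitor wells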
# MITF act = activators of MITF-driven TRPM1 promoter reporter, primary screen, cell-based, SK-MEL-5, luciferase, single point; hit rate 0.75% among 300,000; SK-MEL-5 TRPM1-promoter luciferase, 24 h; % of positive control, neutral wells = 0; activation, % at 12.5 µM;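 active means mean activation of at least 80% with every replicate also reaching 80%; inconclusive means mean reaches 80% but some replicate falls short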;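 further: 0% = neutral control wells and 100% = parthenolide positive control wells; values of inactives mirror those of a sister screen read the other way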
# dFosB act = activators of delta FosB homodimer, primary screen, biochemical, fluorescence polarization, TAMRA-CDK5 oligo, single point. AID 493131, 2011. purified delta FosB; percent of positive-control signal above neutral wells. activation, % at 25 µM. Protein FosB (Mus musculus), P13346. hit rate 0.99% among 340,000;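 active means mean activation above about 17%, with every replicate also reaching it, limit read from the data, passing the limit was not always enough; inconclusive means only one of the two conditions met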;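 further: fluorescence polarization rise as delta FosB binds a TAMRA Cdk5 AP-1 oligo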
# Target sequence (P13346 whole entry, looked up): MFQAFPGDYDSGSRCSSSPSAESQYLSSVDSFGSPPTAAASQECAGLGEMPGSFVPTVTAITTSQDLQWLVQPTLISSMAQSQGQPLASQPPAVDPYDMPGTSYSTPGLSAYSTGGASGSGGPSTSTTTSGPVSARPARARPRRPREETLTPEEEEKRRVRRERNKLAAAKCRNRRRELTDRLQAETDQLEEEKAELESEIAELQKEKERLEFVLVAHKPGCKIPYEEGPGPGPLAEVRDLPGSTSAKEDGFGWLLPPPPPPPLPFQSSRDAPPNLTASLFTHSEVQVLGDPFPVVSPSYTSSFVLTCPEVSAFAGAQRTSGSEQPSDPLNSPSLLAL
# Wnt bcat act = Wnt/beta-catenin pathway activators, primary screen, cell-based, plate reader, single point | Wnt/beta-catenin reporter cell assay, activator | activation, % at 9.35 µM | hit rate 1.2% among 300,000; in the data active means activation above about 30%, passing the limit was not always enough; inconclusive means no clear call, values can overlap the other calls;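 further: 0% = neutral control wells and 100% = positive control wells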
# SR-BI DiI inh = inhibitors of SR-BI mediated HDL lipid uptake, primary screen, ldlA[mSR-BI] cells, fluorescence, single point; Scavenger receptor class B member 1 (Mus musculus), Q61009; ldlA[mSR-BI] CHO cells, DiI-HDL uptake fluorescence, 3 h; inhibition, % at 12.5 µM; hit rate 0.96% among 320,000;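 active means mean replicate inhibition of at least 70% and a set share of replicates each scoring 70 or more; inconclusive means meets just one of the two criteria; inactive means fails both criteria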;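 further: 0% = median of neutral control wells and 100% = median of positive control wells; values of inactives mirror those of a sister screen read the other way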
# Active calls of the source: *; ? = inconclusive; / = no result given; & = joins results of further samples. No enrichment for hits. About 4.4% of those tested had a hit in this group.
1	O=C(COC(=O)c1cc(Cl)ccc1Cl)NC1CCCC1
2	Cc1cc(O)ccc1NS(=O)(=O)c1ccc2c3c(cccc13)C(=O)N2
3	CC(=O)Nc1ccc(/C=N\NC(=O)CNS(=O)(=O)c2ccc([N+](=O)[O-])cc2)cc1
4	O=C1CNC(=O)/C1=C\N1CCN(C(c2ccccc2)c2ccccc2)CC1
5	CCOc1ccccc1-c1nn2c(Cc3ccccc3)nnc2s1
6	O=[N+]([O-])c1ccc(CSc2nc3ccccc3o2)cc1
7	O=c1cc(-c2ccccc2)oc2cc(O)ccc12
8	COc1c(O)cc2oc(-c3ccc(O)cc3)cc(=O)c2c1O

compound no.	1	2	3	4	5	6	7	8
HTR5A ag ctr	-2	-4	-2	-5	-3	-4	1	-6
CDK5 p35 inh	-0.1	0.3	0.8	-6.1	0.7	0.2	-0.3	10
Rtt109 HAT inh	8	2	-2	2	0	3	5	6
RTF Ca sens act	2	-7	3	11	-6	-3	9	-2
SR-BI DiI-HDL act	9	0	-11	11	14	-8	2	1
PvdQ acylase	9	-5	-7	3	4	9	1	0
MITF act	10	1	46	7	-8	97*	88*	41
dFosB act	-3	-4	-7	2	-43	-6	2	6
Wnt bcat act	3	1	-4	/	/	25	4	39*
SR-BI DiI inh	-9	0	11	-11	-14	8	-2	-1

9	O=C(c1ccc(N2CCOCC2)nc1)N1CCOCC1
10	Cc1cc(C)c2c(NC(=S)NC(=O)c3ccccc3)nn(C)c2n1
11	Cc1ccc(NC2CCCN(C(=O)CCN3CCCCO3)C2)cc1C (stereo unspecified)
12	O=C(CCN1C(=O)/C(=C/c2ccccc2Cl)SC1=S)Nc1ccccc1C(=O)O
13	CC1(C)CC(NC(=O)c2ccccc2F)CC(C)(C)N1
14	O=C1CCCC(=O)C1Sc1ccc(Cl)cc1
15	CN1CCCC2(CCCN(Cc3nc(Cc4cccc(C(F)(F)F)c4)no3)C2)C1 (stereo unspecified)
16	Cc1nc(N2CCOCC2)nc(Oc2ccccc2)c1[N+](=O)[O-]

compound no.	9	10	11	12	13	14	15	16
HTR5A ag ctr	-3	-1	-1	-2	2	0	2	2
CDK5 p35 inh	-4.2	2.0	0.1	-1.3	0.0	-3.9	-0.7	-0.4
Rtt109 HAT inh	-4	9	-3	5	1	-1	17	5
RTF Ca sens act	3	14	3	-2	0	12	4	2
SR-BI DiI-HDL act	8	10	22	-12	-7	4	10	-14
PvdQ acylase	-9	-3	-11	-7	-14	-1	1	-12
MITF act	-6	-12	-10	-8	/	-4	29	-4
dFosB act	-5	-3	-8	-6	1	-6	0	-4
Wnt bcat act	-1	3	1	-2	1	0	-1	3
SR-BI DiI inh	-8	-10	-22	12	7	-4	-10	14

17	COc1cc(/C=N\NC(=O)c2sc(N)nc2C)cc(OC)c1OC
18	O=C(c1ccc(Cl)cc1)n1cnc2ccccc21
19	Cc1ccccc1N1CC(C(=O)Nc2nnc(SCc3cccnc3)s2)CC1=O (stereo unspecified)
20	O=C(Cc1ccc(Br)cc1)N1CCN(c2ccccc2O)CC1
21	CC(OC(=O)c1ccc2ccccc2n1)C(=O)c1ccccc1 (stereo unspecified)
22	Cc1cccc(Cn2c(N3CCc4ccccc4C3)nc3c2c(=O)[nH]c(=O)n3C)c1
23	O=C(O)c1cc(NC(=O)c2cccc(F)c2)cc(NC(=O)c2cccc(F)c2)c1
24	CN(C)C(=O)c1cc(C(=O)c2ccccc2)c[nH]1

compound no.	17	18	19	20	21	22	23	24
HTR5A ag ctr	2	8	1	8	7	-4	0	3
CDK5 p35 inh	-0.2	2.2	0.2	1.0	2.2	-0.5	-0.4	-0.5
Rtt109 HAT inh	6	2	-5	-10	-7	-8	-1	-1
RTF Ca sens act	-5	16	-1	0	-7	0	3	2
SR-BI DiI-HDL act	-5	2	6	-18	/	14	8	12
PvdQ acylase	-2	-5	-11	-18	-15	-13	-10	-2
MITF act	7	12	-6	61	-8	4	/	14
dFosB act	-10	-7	-13	-3	-6	5	3	-5
Wnt bcat act	?	1	-3	11	0	-5	-5	7
SR-BI DiI inh	5	-2	-6	18	/	-14	-8	-12

# Four entries from above, set out differently.
item | SMILES | HTR5A ag ctr | CDK5 p35 inh | Rtt109 HAT inh | RTF Ca sens act | SR-BI DiI-HDL act | PvdQ acylase | MITF act | dFosB act | Wnt bcat act | SR-BI DiI inh
20 | O=C(Cc1ccc(Br)cc1)N1CCN(c2ccccc2O)CC1 | 8 | 1.0 | -10 | 0 | -18 | -18 | 61 | -3 | 11 | 18
23 | O=C(O)c1cc(NC(=O)c2cccc(F)c2)cc(NC(=O)c2cccc(F)c2)c1 | 0 | -0.4 | -1 | 3 | 8 | -10 | / | 3 | -5 | -8
17 | COc1cc(/C=N\NC(=O)c2sc(N)nc2C)cc(OC)c1OC | 2 | -0.2 | 6 | -5 | -5 | -2 | 7 | -10 | ? | 5
22 | Cc1cccc(Cn2c(N3CCc4ccccc4C3)nc3c2c(=O)[nH]c(=O)n3C)c1 | -4 | -0.5 | -8 | 0 | 14 | -13 | 4 | 5 | -5 | -14

# (next part)
25	CCOC(=O)N/N=C\c1ccc(OC(=O)c2ccc3c(c2)OCO3)cc1
26	CS(=O)(=O)N(CC(=O)NC1CCCCCC1)Cc1ccccc1
27	COC(=O)C(Cc1ccc(O)cc1)NC(=O)C(C)NC(=O)c1ccc(C(C)(C)C)cc1 (stereo unspecified)
28	O=C1NC[C@H](c2ccccc2)OC(=O)[C@H](Cc2ccc(F)cc2)C/C=C\C[C@@H]1CC(=O)N(CCO)Cc1ccccc1
29	Clc1ccc(-n2ncc3c(NCCCn4ccnc4)ncnc32)cc1
30	CCC(c1nnnn1C(C)(C)C)N1CCN(Cc2ccccc2OC)CC1 (stereo unspecified)
31	O=C(CSc1nnc(-c2ccccn2)o1)Nc1ccccc1
32	COCCN(Cc1nc(-c2ccc(C(F)(F)F)cc2)no1)C(C)C

compound no.	25	26	27	28	29	30	31	32
HTR5A ag ctr	1	4	2	3	3	4	1	-2
CDK5 p35 inh	-0.5	-1.1	-0.3	-1.5	-1.5	-2.7	-0.2	-1.0
Rtt109 HAT inh	-2	-1	11	15	-2	-14	-13	-2
RTF Ca sens act	-1	1	2	-2	-1	-1	0	3
SR-BI DiI-HDL act	19	23	2	16	/	19	8	-1
PvdQ acylase	-5	-12	1	3	-5	10	9	10
MITF act	6	4	-2	7	/	/	45	-5
dFosB act	-2	-2	-5	-1	-20	2	-2	1
Wnt bcat act	2	/	-2	-2	/	5	14	-2
SR-BI DiI inh	-19	-23	-2	-16	/	-19	-8	1

33	COc1ccc(S(=O)(=O)N2CCN(C(=O)c3c(C)nn(-c4ccccc4)c3C)CC2)cc1
34	Cc1cc(C)c[n+](CC(=O)c2ccc(NC(=O)c3ccccc3)cc2)c1
35	O=C(Nc1ccc2oc(=O)ccc2c1)c1ccc(-c2ccccc2[N+](=O)[O-])o1
36	CCC(OC(=O)c1cc2sccc2n1C)C(=O)NCc1ccco1 (stereo unspecified)
37	O=C(COc1ccc(Cl)cc1)Nc1nnc(-c2ccc3c(c2)CCCC3)o1
38	CCCc1cc(=O)[nH]c(SCC(=O)c2cc(C)n(-c3cc(C)on3)c2C)n1
39	Cc1cc(C)nc(SCC(=O)N/N=C/c2cccn2-c2ccc(O)cc2)n1
40	CCOC(=O)N1CCC(NC(=O)CS(=O)Cc2nc(-c3ccc(Cl)cc3)oc2C)CC1 (stereo unspecified)

compound no.	33	34	35	36	37	38	39	40
HTR5A ag ctr	5	-5	14*	3	2	3	5	6
CDK5 p35 inh	-0.1	-0.5	-0.9	-1.5	0.5	1.5	-1.4	0.1
Rtt109 HAT inh	2	-3	0	-6	1	-1	4	1
RTF Ca sens act	-3	1	-2	-1	-2	0	-3	-3
SR-BI DiI-HDL act	4	10	-78	-32	2	15	-33	-51
PvdQ acylase	-19	-5	-16	-11	-3	-14	-3	-10
MITF act	2	5	-3	4	29	-16	-5	-25
dFosB act	-6	-5	11	3	-3	-2	-6	-9
Wnt bcat act	-3	-1	-2	-1	3	0	13	-2
SR-BI DiI inh	-4	-10	78*	32	-2	-15	33	51

41	CCOc1ccc(N2C(=O)CC(Sc3nc(C)cc(C)n3)C2=O)cc1 (stereo unspecified)
42	O=C(c1nn(Cc2ccccc2)c(=O)c2ccccc12)N1CCN(c2ccccn2)CC1
43	COc1ccc(NC(=S)N(CCc2ccc(OC)c(OC)c2)Cc2ccccn2)cc1
44	COc1ccc(/C(N)=N/OC(=O)c2cccs2)cc1
45	CN1CCN(c2ccccc2NC(=O)c2ccc([N+](=O)[O-])cc2Cl)CC1
46	CC1Cc2ccccc2N1C(=O)CCN1C(=O)C2C3C=CC(C3)C2C1=O (stereo unspecified)
47	O=P(O)(O)c1ccccc1OCc1ccccc1
48	COc1ccccc1OCC(O)CN1CCN(CC(=O)Nc2c(C)cccc2C)CC1 (stereo unspecified)
49	CN(Cc1ccco1)C(=O)C1CCN(c2nnc(-n3cccc3)s2)CC1
50	CCCCN1C(=O)C(C(=O)OCC)CC2=C1CCCC2=O (stereo unspecified)
51	CC(Nc1nc(N2CCOCC2)nc2ccccc12)c1ccccc1 (stereo unspecified)

compound no.	41	42	43	44	45	46	47	48	49	50	51
HTR5A ag ctr	5	2	5	-4	-2	1	1	-4&-1	-2	-3	-1
CDK5 p35 inh	4.5	-1.1	-3.6	1.4	-1.7	0.0	-0.8	-0.1&-0.7	0.1	-2.6	-3.0
Rtt109 HAT inh	46	-9	-13	3	5	-16	-9	-4&7	-5	-2	-3
RTF Ca sens act	4	-3	3	-5	-1	14	-1	9&9	2	4	6
SR-BI DiI-HDL act	10	-21	-23	14	-1	-14	12	-10&-21	30	6	-14
PvdQ acylase	4	-6	-3	7	-5	-22	2	-9&8	8	-11	-18
MITF act	0	0	-10	61	-15	-11	1	-1&1	6	8	13
dFosB act	-3	-2	-4	-3	-1	0	-5	-6&-10	-7	-2	-8
Wnt bcat act	-3	-4	0	40*	-1	-1	/	-3&2	0	0	-3
SR-BI DiI inh	-10	21	23	-14	1	14	-12	10&21	-30	-6	14
